# Screening data from PubChem BioAssay.
# Nrf2 block: Nrf2 qHTS screen for inhibitors. A549 ARE-Fluc reporter, luciferase luminescence, 18-24 h. Potency, µM (titrated, usually from 46 µM), inactives show top-dose activity change, negative = inhibition, actives largely listed as inhibitors. 360,000 tested, 2.1% active; note: potency is the fitted concentration of half-maximal effect; % is set by controls: 0 for no effect and ±100 for the full control effect; nearly all actives have a fitted effect of over 60% in size
#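 Reporter: ARE-Fluc in A549. Exposure: 18-24 h, 37 °C, 5% CO2, 5% FBS OPTI-MEM. Readouts: fluorescent cytotoxicity (CellTiter-Fluor), then luminescent Nrf2 signal after BugLite.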
# MCF10A rerep: A quantitative high throughput screen for small molecules that induce DNA re-replication in MCF 10a normal breast cells. Potency, µM (titrated, usually from 46.1 µM), for inactives: top-dose activity, positive = re-replication, actives largely listed as activators. 350,000 tested, 2.9% active. AID 624296, 2012. MCF 10A DNA re-replication, Hoechst nuclear intensity, 48 h; note: potency is the fitted concentration of half-maximal effect; % of control where 0% means no effect; nearly all actives have a fitted effect of over 50% in size
# IL1B secr inh: qHTS for Inhibitors of Inflammasome Signaling: IL-1-beta AlphaLISA Primary Screen; 360,000 tested, 4.7% active; THP-1 LPS/ATP IL-1B secretion, AlphaLISA, 16 h; stronger effect = lower value; activity change, % at 57.5 µM; in the data active = activity change below about -50%; inconclusive = mostly about -30% to -49%; note: % is set by controls: 0 for no effect and ±100 for the full control effect
#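 THP-1 cells pretreated 1 hr with compounds (up to 57.5 uM final), then stimulated with LPS (250 ng/mL final) plus ATP (1.25 mM final); secreted IL-1B measured by AlphaLISA after 16 hr, decreased signal indicating inhibition.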
# S2 tox: Viability Counterscreen for Primary qHTS for Inhibitors of ATXN expression; AID 651635, 2014; 400,000 tested, 0.49% active; S2 cells (HEK-293 line with an ATXN2-luciferase reporter) viability, CellTiter-Fluor protease fluorescence, 24 h; Potency, µM (highest dose often 56.7 µM), hits mostly cytotoxic; note: potency is the fitted concentration of half-maximal effect; nearly all actives have a fitted effect of over 40% in size
# ATXN2 expr inh: Primary qHTS for Inhibitors of ATXN expression | HEK-293 ATXN2-luciferase reporter, luminescence, 24 h | Potency, µM (top dose mostly 57 µM), without a hit: at the highest dose activity change, negative = inhibition, actives largely listed as inhibitors | 360,000 tested, 0.72% active | AID 1745845, 2022; note: potency is the fitted concentration of half-maximal effect; % is set by controls: 0 for no effect and ±100 for the full control effect; nearly all actives have a fitted effect of over 55% in size
#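 ATXN2-luciferase reporter cells (luciferase flanked by upstream and downstream ATXN2 gene portions) were treated 24 h at 37 °C with compounds at up to 57 uM. SteadyGlo luminescence gave expression; GF-AFC fluorescence gave viability.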
# TGFb inhibitor: qHTS for Inhibitors of TGF-b. HepG2 CAGA-GFP TGF-b/SMAD3 reporter, GFP fluorescence, 18 h; TGF-beta stimulated, 500 pg/mL final. Potency, µM (series often up to 46.1 µM), inactives show at the highest dose activity, negative = inhibition, actives largely listed as inhibitors. 410,000 tested, 1.2% active. AID 588855, 2011; note: potency is the fitted concentration of half-maximal effect; % is set by controls: 0 for no effect and ±100 for the full control effect; nearly all actives have a fitted effect of over 65% in size
#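 HEPG2 CAGA-GFP reporter cells (1000/well, DMEM with 1% FBS) received compounds, then recombinant TGF-beta at 500 pg/mL final for 18 hours at 37 degrees C. Per-cell GFP summed per well was normalised to unstimulated and stimulated DMSO controls before curve fitting.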
# A549 viability: Nrf2 qHTS screen for inhibitors: counterscreen for cytotoxicity. AID 504648, 2011. A549 ARE-Fluc cells, CellTiter-Fluor viability, 18-24 h. Potency, µM (series often up to 46 µM), for the others: at the top dose activity change, negative = cytotoxicity, most hits filed as inhibitors. 390,000 tested, 0.16% active; note: potency is the fitted concentration of half-maximal effect; % is set by controls: 0 for no effect and ±100 for the full control effect
#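 A549 ARE-Fluc cells in 5% FBS OPTI-MEM, 5000 cells/well, rested 2 h then exposed to compounds in concentration-response for 18-24 h at 37 °C. Viability by CellTiter-Fluor fluorescence (Ex 405/Em 525) after 30 min; luciferase luminescence (BugLite, 15 min, RT) read afterwards.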
# Nrf2 ARE act: qHTS of Nrf2 Activators. 410,000 tested, 0.31% active. AID 624171, 2012. Potency, µM (top dose mostly 46.1 µM), inactives show at the highest dose activation, most hits filed as activators. AREc32 ARE-luciferase reporter (MCF7-derived line), luminescence, 24 h; note: potency is the fitted concentration of half-maximal effect; % of control where 0% means no effect; nearly all actives have a fitted effect of over 65% in size
#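 Steps: seed AREc32_Fluc cells (1000/well, 5% FBS OPTI-MEM); incubate overnight at 37 deg C; add 23 nL compound; incubate 24 hr; add Steady-Glo; hold 30 min RT; read luminescence.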
# HepG2 viability: qHTS for Inhibitors of TGF-b: Cytotox Counterscreen; HepG2 CAGA-GFP viability, ATP luminescence, 18 h; 410,000 tested, 0.76% active; Potency, µM (highest dose often 46.1 µM), inactives show at the top dose activity change, negative = cytotoxicity, hits mostly cytotoxic; AID 588856, 2011; note: potency is the fitted concentration of half-maximal effect; some results filed as inactive show a strong effect at the top dose
#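 HepG2 CAGA-GFP cells (1000/well, DMEM with 1% FBS) received compound, then TGF-beta at 500 pg/mL final, and were incubated 18 hours at 37 degrees C. Viability was read by CellTiter-Glo luminescence. Media-only wells were set as complete cell-killing and DMSO as no toxicity.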
# * = called active by the depositor; i = inactive; ? = inconclusive; . = no result given; [ ] = another dose, or the depositor's remark. Unless noted, calls come from the whole dose curve; as a rule, active = well fitted curve in the direction sought with a large enough effect; inconclusive = small, poorly fitted or top-dose-only effect, or another doubt; inactive = no such curve, though single readings can be large; an effect the other way counts as inactive or inconclusive.
SMILES,Nrf2 block,MCF10A rerep,IL1B secr inh,S2 tox,ATXN2 expr inh,TGFb inhibitor,A549 viability,Nrf2 ARE act,HepG2 viability
CCCCN(NC(C)=O)c1nc(Cl)nc(NC(C)C)n1,8%,21%,-5,i,-6%,1%,-2%,0.3%,-3%
CCOC(=O)c1cccc(NC(=O)c2cccs2)c1,.,4%,-21,i,24%,0%,-1%,4.3%,-12%
COc1ccc(OC)c(N=Cc2c(O)[nH]c3ccccc23)c1,-12%,14%,-9,i,?,7%,-11%,8.9%,-9%
CCN(CC)C(=O)CC1(c2ccccc2OC)CCOC(C(C)C)C1 (stereo unspecified),-9%,7%,5,?,-19%,-1%,.,0.1%,3%
Cc1cc(C)cc(NS(=O)(=O)c2ccc3oc(=O)ccc3c2)c1,-17%,14%,16,i,-4%,0%,?,-0.7%,-14%
COc1ccc(NC(=O)C(NC(=O)c2ccc(=O)[nH]c2)c2ccc(OC)cc2)cc1 (stereo unspecified),1%,0%,0,i,-12%,-17%,-2%,0.1%[9.22 µM],3%
COc1ccc(NC(=O)CSc2nc3scc(C)c3c(=O)[nH]2)cc1,-3%,10%,13,i,13%,9%,-1%,0.4%,-3%
NS(=O)(=O)c1ccc(CNC(=O)c2cc(-c3ccccc3)nc3ccccc23)cc1,-17%,6%,5,i,3%,-24%,-14%,7.6%,-20%
CCOC(=O)C1CCc2nc3ccccc3c(=O)n21 (stereo unspecified),-15%,-1%,5,i,-4%,4%,-6%,-0.2%,-7%
Cc1onc(-c2ccccc2Cl)c1C(=O)OCC(=O)Nc1ccc2c(c1)OCO2,?,14%,-17,i,-14%,16%,-10%,3.2%,-28%
Cc1sc(=NC(=O)c2ccco2)n(C)c1-c1ccccc1,?,4%,?,i,17%,-3%,10%,0.0%,-8%
O=C(COC(=O)c1ccc2c(c1)OCCO2)Nc1cccc(S(=O)(=O)N2CCOCC2)c1,8%,19%,3,i,.,-10%,-2%,0.0%,-1%
COc1ccccc1N1CCN(CC(O)COCc2cccs2)CC1 (stereo unspecified),-3%,1%,45,i,0%,-2%,-1%,0.3%,-4%
CCOc1cc(/C=C2/C(=N)N3N=C(CC)SC3=NC2=O)ccc1OC(=O)c1ccco1,6%,?,i,i,-4%,8%,0%,2.0%,-34%
CC(OC(=O)CCC(=O)N1CCN(S(=O)(=O)c2ccc3ccccc3c2)CC1)C(=O)NC(N)=O (stereo unspecified),-1%,13%,3,i,-9%,-17%,2%,-0.5%,2%
CCOC(=O)CSc1nnc(-c2cccnc2)o1,.,-2%,7,?,3%,8%,-2%,-0.7%,1%
Cc1ccc(F)c(S(=O)(=O)NC(=O)C2(C)CCN2C(=O)CCC2CCCC2)c1 (stereo unspecified),.,.,0,i,15%,8%,.,0.4%,4%
CN(Cc1nc(-c2cnccn2)no1)CC1(c2ccccc2)CC1(C)C (stereo unspecified),-1%,12%,13,i,-24%,-7%,7%,0.1%,-18%
COCCN(C(=O)CNC(=O)c1ccco1)C(C(=O)NC1CCCCC1)c1cccs1 (stereo unspecified),20%,-2%,0,i,-3%,-3%,1%,-0.3%,-1%
CCN1CCN(CCC(=O)Nc2cc(C)ccc2C)CC1,5%,0%,28,i,-4%,7%,0%,0.4%,8%
CCCCc1nc2n[nH]c(N)c2c2c1CCCC2,-4%,?,?,i,11%,0%,1%,0.0%,-6%
COc1cc(-c2nnc(COc3ccc(Cl)cc3C)o2)cc(OC)c1OC,-28%,-4%,14,i,-21%,9%,2%,-0.8%,-30%
COc1ccc2c(CN3CCCCC3)cc(=O)oc2c1,.,.,-9,i,48%[activator],-1%,.,0.6%,-11%
COc1ccc(O)c(-c2cc(-c3ccccc3Cl)[nH]n2)c1,-17%,?,27,?,-6%,7.9µM*,-8%,?,-63%
COc1ccccc1C(=O)NCC(=O)OCC(=O)Nc1cccc(S(=O)(=O)N(C)C)c1,3%,0%,-5,i,-8%,0%,-1%,0.3%,-8%
N#C/C(=C\C=C\c1ccccc1)C(=O)Nc1ccccc1,0%,2%,37,i,-9%,?,-1%,14%,-8%
COc1ccc(NC(=O)CSc2nnc(-c3ccc(C)cc3)n2N)cc1,?,-4%,0,?,0%,10%,-8%,-0.5%,0%
C[C@H](NC(=O)c1nc[nH]c1C(=O)NC(c1ccccc1)c1ccccc1)C(=O)OC(C)(C)C,?,23%,?,?,?,?,0%,0.7%,-77%
CCN(CC)S(=O)(=O)c1ccc(NC(=O)[C@H](CCSC)N2Cc3ccccc3C2=O)cc1,-21%,.,.,?,-10%,?,-14%,-0.5%,-35%
Cc1cc(-n2c(SCC(=O)NCc3ccccc3)nc3ccsc3c2=O)ccc1Cl,.,.,.,.,.,-25%,-12%,-0.2%,-31%

# 7 structures out of the list, sorted by formula weight, lowest first.
SMILES,Nrf2 block,MCF10A rerep,IL1B secr inh,S2 tox,ATXN2 expr inh,TGFb inhibitor,A549 viability,Nrf2 ARE act,HepG2 viability
CCCCc1nc2n[nH]c(N)c2c2c1CCCC2,-4%,?,?,i,11%,0%,1%,0.0%,-6%
CCOC(=O)CSc1nnc(-c2cccnc2)o1,.,-2%,7,?,3%,8%,-2%,-0.7%,1%
COc1ccc2c(CN3CCCCC3)cc(=O)oc2c1,.,.,-9,i,48%[activator],-1%,.,0.6%,-11%
N#C/C(=C\C=C\c1ccccc1)C(=O)Nc1ccccc1,0%,2%,37,i,-9%,?,-1%,14%,-8%
CCN1CCN(CCC(=O)Nc2cc(C)ccc2C)CC1,5%,0%,28,i,-4%,7%,0%,0.4%,8%
COc1ccc(NC(=O)CSc2nnc(-c3ccc(C)cc3)n2N)cc1,?,-4%,0,?,0%,10%,-8%,-0.5%,0%
COc1cc(-c2nnc(COc3ccc(Cl)cc3C)o2)cc(OC)c1OC,-28%,-4%,14,i,-21%,9%,2%,-0.8%,-30%

# Taken from the results shown (two entries):
SMILES,Nrf2 block,MCF10A rerep,IL1B secr inh,S2 tox,ATXN2 expr inh,TGFb inhibitor,A549 viability,Nrf2 ARE act,HepG2 viability
CCCCc1nc2n[nH]c(N)c2c2c1CCCC2,-4%,?,?,i,11%,0%,1%,0.0%,-6%
COc1cc(-c2nnc(COc3ccc(Cl)cc3C)o2)cc(OC)c1OC,-28%,-4%,14,i,-21%,9%,2%,-0.8%,-30%

# The listing continues.
SMILES,Nrf2 block,MCF10A rerep,IL1B secr inh,S2 tox,ATXN2 expr inh,TGFb inhibitor,A549 viability,Nrf2 ARE act,HepG2 viability
CC(=O)N1CCc2cc(Br)cc(S(=O)(=O)N3CCCCCC3)c21,19%,?,-7,i,2%,-1%,2%,0.1%,-22%
Cc1ccc(NC(=O)c2cccc(C(=O)OC(C)C)n2)c(Br)c1,-2%,13%,-7,i,20%,-21%,3%,-0.4%,-8%
O=C1CC(c2cccc(Oc3ccccc3)c2)NC(=O)N1 (stereo unspecified),0%,1%,17,i,-1%,-14%,1%,0.1%,-7%
Brc1ccc2oc3c(N4CCOCC4)ncnc3c2c1,1%,12%,0,i,1%,-12%,0%,5.4%,16%
CC(C)c1nc2c(s1)CCc1onc(-c3ccc(Cl)cc3)c1-2,1%,15%,7,i,5%,0%,-2%,0.2%,3%
CC(C)CN(CCCNC(=O)c1cc(-c2ccc(Br)s2)nc2ccccc12)CC(C)C,18%,.,.,i,-1%,14%,-5%,2.6%,-13%
O=C(CSc1nnc(-c2ccccc2)n1-c1ccccc1)c1ccc[nH]1,-15%,3%,0,i,-11%,-6%,0%,-0.3%[9.22 µM],-6%
C=CCn1c(SCc2nc3ccccc3nc2C)nnc1-c1ccoc1C,7%,1%,15,i,-6%,0%,10%,-0.2%,-3%
C/C=C/C(=O)Nc1cccc(C2=NOC3(C2)C[C@@H](C(N)=O)N(C(=O)c2cc([N+](=O)[O-])cc([N+](=O)[O-])c2)C3)c1 (stereo partly specified),-6%,0%,-3,i,-6%,3%,1%,-0.7%,0%
O=C(Oc1ccc2c(=O)c(Cl)coc2c1)c1cccnc1,-15%,?,-18,i,-11%,1%,-12%,0.3%,-10%
COc1ccc(/C=N/NC(=O)c2ccc3ccccc3c2)cc1OS(=O)(=O)c1ccc(NC(C)=O)cc1,12µM*,-6%,-12,i,-24%,?,-28%,-0.1%,-3%
C=CC[C@H](CC(=O)N(CCO)Cc1ccccc1)C(=O)N[C@@H](COC(=O)[C@@H](CC=C)Cc1ccc(F)cc1)Cc1ccccc1,?,?,-68*,.,?,?,?,-3.7%,-4%
O=C(CCc1nnc(C2CCCCC2)o1)N1CCN(C2CCCCC2)CC1,25%,-2%,26,i,0%[11.3 µM],8%,0%,-0.2%,9%
O=C(CS(=O)(=O)Cc1ccccc1)Nc1ccc(Br)cc1F,18%,2%,-6,i,5%,7%,0%,-0.8%,25%
O=C(/C=C/c1cccc([N+](=O)[O-])c1)N1CCN(S(=O)(=O)c2cccs2)CC1,-12%,?,0,i,-14%,-4%,17%,-0.4%,-7%
Cc1ccc(S(=O)(=O)N(CC(O)CN2CCOCC2)c2cc(Cl)ccc2Cl)cc1 (stereo unspecified),-5%,-7%,-15,i,-9%,3%,4%,-0.3%,0%
OCC[C@H]1C[C@H](O)[C@@H](O)[C@]2(Cc3ccccc3CCO2)O1,5%,4%,20,i,3%,-27%,2%,-0.6%,-4%
